Yfh1-off respiration: mitochondrial function rescue without frataxin homolog – Friedreich's ataxia, plus single-dose screen, dose response (AID 1465); hit rate 0.074% among 220,000; fold induction at 50 µM; hits with a dose series show EC50 in µM; S. cerevisiae Yfh1-off respiration, WST-1 reduction, 72 h; higher fold induction means a stronger effect;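 active = fold induction of absorbance versus untreated yeast above a set limit, then at least 30% activation at any dose in follow-up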;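 also: activators that raise dye reduction in frataxin-depleted yeast; strong numbers were not always called active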
Dynein cargo inh: blocks dynein driven cargo transport along microtubules; 3617.4 mouse cells, GR-EGFP nuclear translocation imaging; test concentration mostly 20 µM; stimulated with dexamethasone, 1 µM; active compounds read low; z-score, hits read low; AID 1381; hit rate 0.47% among 220,000;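 active = plate z-score of nuclear minus cytoplasmic receptor signal below a set negative limit, without overly bright fluorescence or cell loss, cut at about -3.5 in these data, passing the limit was not always enough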;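 also: z-score of nuclear minus cytoplasmic ring GR-EGFP intensity difference per well; some compounds called inactive have numbers as strong as hits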
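Also added: dexamethasone, 1.0 µM final. Medium: tet-free, stripped-serum medium. Detection: fixed, Hoechst-stained cells imaged at 10x for EGFP. Read-out: nuclear-to-cytoplasmic GR-EGFP distribution per well. Times: induction 48 h, compound 1 h, agonist 30 min.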
Ins promoter up: MIN6 insulin promoter up-regulation; MIN6 insulin promoter-GFP reporter, high-content imaging; active compounds read high; z-score at 5 µM; hit rate 0.3% among 190,000; AID 1625;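 active = z-score above 3 at 5 µM with at least 500 cells counted in the well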
PMI inhibition: MPI inhibition at elevated mannose 6-phosphate – biochemical, fluorescence intensity, high mannose 6-phosphate, primary screen (AID 1220); hit rate 0.66% among 190,000; one-dose inhibition, % at 20 µM; IC50 in µM for titrated hits; recombinant PMI enzyme, coupled fluorescence intensity; higher % means a stronger effect
b-catenin transl: beta-catenin nuclear translocation modulation. HeLa beta-catenin nuclear translocation, immunofluorescence imaging. nuclear translocation activity, % at 5 µM. hit rate 0.3% among 190,000;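 active = nuclear translocation activity above 50% at 5 µM, with a well cell count of 50 or more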;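 also: per-cell ratio of nuclear to cytoplasmic median beta-catenin stain intensity; plate controls were DMSO negative control for no effect and GSK-3 inhibitor IX positive control for full effect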
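Assay system: human HeLa cells, native beta-catenin; doses: 5 µM primary, 0.02–20 µM confirmation; incubation: compound treatment 24 h, 37°C, 5% CO2; technique: fluorescence imaging of beta-catenin antibody stain plus DAPI; measure: % activation, nuclear-to-cytoplasmic median beta-catenin signal ratio per cell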
PMI inhibitors: inhibitors of human PMI, primary screen, biochemical, fluorescence intensity, coupled assay (AID 1209) | purified PMI enzyme, coupled fluorescence intensity; higher % means a stronger effect | hit rate 0.42% among 190,000 | one-dose inhibition, % at 20 µM; IC50 in µM for titrated hits;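 also: plate controls were DMSO vehicle for no effect and wells lacking substrate for full effect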
Autophagy mod: modulators of autophagy | calls only at 10 µM (by protocol) | hit rate 0.98% among 190,000 | AID 463193 | MEF GFP-LC3 puncta imaging; test concentration mostly 10 µM;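 active = percentage of spot-positive cells more than 3 SD above its plate mean, without a fluorescence outlier flag or 80% toxicity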;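 also: spot-positive cell cutoff set from DMSO-treated cells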
WT yeast gro inh: growth inhibition of WT yeast, mitochondrial fusion screen. inhibition, % at 10 µM. AID 1362. hit rate 2.1% among 190,000. mitochondrial fusion phenotypic screen, WT strain; in the data active = inhibition above about 58%; tested in S. cerevisiae
MT stabilizer: microtubule stabilization, imaging screen | HeLa tubulin immunostaining HCS, 24 h; share of cells brighter than vehicle mean+2SD | % tubulin-high responders, % at 10 µM | hit rate 0.83% among 200,000;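 active = plate Z-score above 3 for both tubulin-high and condensed-nucleus cell shares, with cell loss under 80%, at 10 µM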;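 also: anti alpha tubulin signal scored within the nucleus-defined area of each cell; some results filed as inactive read as strong as hits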
WT yeast gro inh mutant strain: further read-out of WT yeast gro inh, marked with its call; inhibition, %; mitochondrial fusion phenotypic screen, mutant strain inhibition
Dynein cargo inh cytoplasmic EGFP: further read-out of Dynein cargo inh, marked with its call; z-score; measured here: cytoplasmic GR-EGFP intensity; active compounds read high
Dynein cargo inh nuclear GR-EGFP: also measured in Dynein cargo inh; calls as there; z-score; measured here: nuclear GR-EGFP intensity;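 lower value marks the stronger effect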
Dynein cargo inh cell count: further read-out of Dynein cargo inh, marked with its call; z-score; measured here: cell count per field
Ins promoter up cell count: recorded beside Ins promoter up, whose call it bears; cell count; measured here: cytotoxicity, nuclei count;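 total cells summed across four imaged fields per well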
b-catenin transl cell count 5 µM: second read-out of b-catenin transl, no call of its own (marks repeat the call); cell count; measured here: cell count, cytotoxicity flag
MT stabilizer Hoechst-high %: further read-out of MT stabilizer, marked with its call; % Hoechst-high responders; measured here: nuclear condensation Hoechst responders;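 share of cells brighter than vehicle mean plus two SD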
MT stabilizer cytotoxicity %: recorded beside MT stabilizer, whose call it bears; toxicity, %; measured here: cytotoxicity by cell density;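 0% = mean cell density of plate MIN control wells and 100% = no cells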
Autophagy mod cell loss 18 h: further read-out of Autophagy mod, marked with its call; toxicity, %; measured here: cell loss, nuclei count;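 cell loss after 18 h compound exposure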
Starred values were filed as active, the others as inactive; i = inactive; . = not tested or not shown; + = active, no number. Rule as the data show it, unless noted: active = inhibition above about 50%; inactive = the rest.

SMILES | Yfh1-off respiration | Dynein cargo inh | Dynein cargo inh cytoplasmic EGFP | Dynein cargo inh nuclear GR-EGFP | Dynein cargo inh cell count | Ins promoter up | Ins promoter up cell count | PMI inhibition | b-catenin transl | b-catenin transl cell count 5 µM | PMI inhibitors | Autophagy mod | Autophagy mod cell loss 18 h | WT yeast gro inh | WT yeast gro inh mutant strain | MT stabilizer | MT stabilizer Hoechst-high % | MT stabilizer cytotoxicity %
O=C1CCc2cc(S(=O)(=O)N3CCC(C(=O)NCc4ccccc4Cl)CC3)ccc2N1 | i | -0.745 | -0.204 | -0.316 | 0.202 | 1.57 | 746 | 7.1% | . | . | 9.6% | i | 12.2 | 7.6 | 8.8 | 7.4 | 3.1 | 4.3
CC(N)=Nc1ccc([N+](=O)[O-])cc1 | i | -0.868 | -0.283 | -0.604 | 0.481 | 0.19 | 1323 | 8.9% | 0.3 | 577 | 6.0% | i | -14.3 | -11.3 | 14.1 | 2.0 | 3.5 | 6.9
O=C(c1cccc([N+](=O)[O-])c1)N1CCCC(C(=O)N2CCCCCC2)C1 (stereo unspecified) | i | -0.749 | 1.06 | -0.201 | 0.658 | -0.45 | 1088 | . | 1.1 | 1286 | . | . | . | . | . | . | . | .
Cc1ccc(S(=O)(=O)N(Cc2n[nH]c(=S)n2-c2ccccc2)c2ccccc2)cc1 | i | 1.02 | -0.266 | 0.934 | -0.607 | -0.74 | 907 | . | -0.1 | 1378 | . | . | . | . | . | . | . | .
CCOC(=O)C1=C(N)Oc2cc(O)ccc2C1c1cccnc1 (stereo unspecified) | i | 3.53 | -0.188 | 1.71 | -1.32 | -0.63 | 1375 | 4.3% | 0.0 | 591 | -0.9% | i | 9.7 | -8.2 | -4.5 | 1.2 | 2.1 | 1.3
Cc1ccc(-c2noc(CCC(=O)Nc3ccc4c(c3)OCO4)n2)cc1 | i | 0.0927 | -0.232 | 0.00321 | 0.104 | 0.11 | 1446 | 5.2% | -2.8 | 930 | -0.7% | i | 0.1 | -13.9 | 8.8 | 3.1 | 2.0 | 7.1
Cc1cc(=O)oc(C)c1C(=O)Nc1ccc(Cl)cn1 | i | -0.0286 | -0.108 | 0.835 | 0.152 | 0.12 | 1638 | 2.0% | -1.3 | 1405 | 0.9% | i | -21.3 | 2.5 | -14.8 | 3.3 | 1.9 | 1.4
COc1ccc(N(CC(=O)NCc2ccccc2OC)S(=O)(=O)c2ccccc2[N+](=O)[O-])c(OC)c1 | i | 0.654 | -0.25 | 0.485 | 0.333 | . | . | -1.5% | -0.2 | 1003 | 9.5% | i | 1.3 | -17.5 | -3.6 | 2.2 | 1.9 | 5.6
Nc1nnc(CC(=O)N/N=C/c2ccccc2OCc2ccccc2F)s1 | i | 0.129 | -0.213 | -0.337 | 0.856 | -0.61 | 1074 | . | 0.4 | 1296 | . | . | . | . | . | . | . | .
O=c1[nH]c(/C=C/c2ccc3c(c2)OCO3)c([N+](=O)[O-])c(=O)[nH]1 | i | -0.593 | -0.337 | 0.00614 | 0.547 | 0.12 | 1603 | -2.8% | -2.3 | 987 | -3.3% | i | -5.0 | -7.3 | -6.5 | 4.6 | 2.2 | 11.8
O=S(=O)(NCc1ccccn1)c1ccc2c(c1)OCCO2 | i | -0.497 | -0.228 | 0.0366 | 1.16 | 0.25 | 1283 | 8.5% | -0.4 | 1068 | 16.6% | i | 0.0 | 13.2 | 22.9 | 2.8 | 1.3 | 36.8
COc1cc(/C=C/C(=O)OCC(=O)NCc2ccco2)ccc1OCC#N | i | -0.257 | -0.303 | 0.122 | -0.336 | -0.09 | 1273 | -10.8% | -0.1 | 995 | -7.3% | i | -1.6 | -1.9 | 20.7 | 6.1 | 3.0 | 4.8
O=C(c1ccco1)N1CCN(CCCCN2C(=O)c3ccccc3C2=O)CC1 | i | -1.77 | -0.433 | -0.656 | 0.423 | 0.42 | 1200 | -7.2% | -0.3 | 1374 | -9.5% | i | 3.0 | -12.4 | 8.1 | 2.5 | 2.2 | 4.3
CCC(C(=O)NC1CCCCC1)N(CC1CCCO1)C(=O)CNS(=O)(=O)c1ccc(OC)cc1 (stereo unspecified) | i | 1.52 | -0.0754 | 0.991 | -1.91 | -1.02 | 1098 | 4.5% | 2.9 | 1107 | 1.9% | i | 5.7 | -10.1 | 1.7 | 3.3 | 1.3 | 1.8
N#Cc1c(N)n(-c2ccccc2)c(=O)c2cc([N+](=O)[O-])ccc12 | i | -0.166 | 1.17 | 0.339 | -0.746 | 0.21 | 1468 | 36.6% | 2.4 | 1491 | 9.1% | i | 18.6 | -2.4 | 9.4 | 2.5 | 1.4 | 0.5
CCOC(=O)Nc1ccc([N+](=O)[O-])cc1C | i | -0.762 | -0.246 | -0.523 | 0.484 | -0.15 | 1494 | 8.5% | -0.9 | 1132 | 14.2% | i | -6.4 | 0.6 | -5.9 | 1.8 | 3.1 | 9.4
CCOc1cccc(Oc2ncccc2C(=O)/C(C#N)=C/N(C)C)c1 | . | 3 | -0.0126 | 1.59 | -3.8 | 0.44 | 1443 | 2.8% | 0.1 | 1422 | 9.5% | i | 19.4 | 95.1* | 21.9* | 4.3 | 2.5 | 10.9
O=S1(=O)CCC(n2ncc3c2/C(=C/c2ccccc2)CC3)C1 (stereo unspecified) | i | -1.07 | -0.239 | -0.23 | 1.42 | -0.45 | 1299 | 17.5% | -0.8 | 1122 | 5.4% | i | 14.7 | -14.1 | 13.3 | 2.5 | 2.3 | 6.5
Cn1c(=O)c2[nH]c(CNCc3ccccc3Cl)nc2n(C)c1=O | i | -1.29 | 0.134 | -0.066 | 0.505 | 0.63 | 1065 | -1.4% | -0.8 | 1040 | 4.3% | i | -6.0 | 8.5 | 10.3 | 1.7 | 1.0 | 3.4
CCOC(=O)c1c(N)c2cc([N+](=O)[O-])ccc2n1C | i | 0.157 | -0.257 | -0.00707 | 0.255 | -0.66 | 1384 | . | 4.0 | 1024 | . | . | . | . | . | . | . | .
c1ccc(OCc2nn3c(-c4n[nH]c5c4CCC5)nnc3s2)cc1 | i | . | . | . | . | 2.11 | 968 | -15.4% | 0.4 | 1184 | -16.9% | . | . | . | . | . | . | .
Cc1c(Cl)cccc1NC(=O)CN1CCC(NC(=O)C2CCCCC2)CC1 | i | -0.573 | -0.196 | 0.144 | 0.927 | -0.82 | 1334 | -4.1% | -2.9 | 931 | -1.8% | i | -31.9 | -5.2 | -8.2 | 2.7 | 1.9 | 9.8
O=C(NCc1ccc(N2CCCC2=O)cc1)c1cn(Cc2ccccc2)nn1 | i | 1.29 | -0.219 | 1.58 | -0.0825 | -0.28 | 1302 | 1.2% | 0.6 | 948 | 1.0% | i | 0.4 | 4.4 | 14.6 | 4.0 | 1.5 | 2.8
Cc1cc(C)c(N2C(=O)C3C4CC(=O)C(c5ccccc54)C3C2=O)c(C)c1 (stereo unspecified) | i | -1.62 | -0.167 | -0.198 | 0.694 | 0.41 | 1052 | . | -1.0 | 1353 | . | . | . | . | . | . | . | .
CCOC(=O)c1ccc(C(=O)OCC)c(NC(=S)Nc2ccc([N+](=O)[O-])cc2OC)c1 | i | 0.258 | -0.246 | 0.00479 | -0.0895 | -0.76 | 1431 | -4.2% | -0.4 | 1136 | 2.7% | i | 11.3 | 17.7 | -7.0 | 3.4 | 3.6 | 6.1
NNC(=O)CSc1nnnn1-c1ccccc1 | i | 0.645 | 0.054 | 0.258 | 0.649 | 0.03 | 1303 | . | 0.8 | 1189 | . | . | . | . | . | . | . | .
CCOCCCNCc1c(Cl)cccc1Cl | i | 0.212 | 0.0258 | 0.181 | 0.494 | 0.4 | 1415 | 2.1% | -2.2 | 1136 | -1.3% | i | 2.7 | 5.0 | 2.6 | 4.3 | 2.1 | 6.3
N#CCc1c(C#N)c(N)nc(N2CCCC(CO)C2)c1C#N (stereo unspecified) | i | 0.932 | -0.336 | 0.719 | -0.227 | 0.87 | 1287 | 42.7% | -1.0 | 972 | 10.2% | + | -2.3* | 11.3 | -4.8 | 4.9 | 1.1 | 26.2
COc1cccc2cc(C(=O)N3CCN(C/C=C/c4ccccc4)CC3)c(=O)oc12 | i | -0.406 | -0.26 | -0.142 | 0.178 | 0.13 | 1269 | -5.0% | . | . | -2.2% | i | 0.6 | -9.3 | -9.4 | 2.2 | 2.1 | 7.6
O=C(CCn1cccc1)Nc1ccc(F)cc1 | i | -0.229 | 0.724 | 0.166 | 0.109 | 0.65 | 779 | -2.3% | . | . | -4.8% | i | -12.0 | 10.0 | 4.0 | 3.0 | 1.7 | 10.5
O=C(NCc1ccco1)c1ccccc1Br | i | -0.263 | -0.259 | -0.168 | 0.162 | -0.71 | 1312 | 5.4% | -0.2 | 1012 | 9.2% | i | -7.3 | 10.0 | 24.0 | 4.2 | 1.9 | 7.1
CC(C)NC(=O)C1CCN(C(=O)N(C)C)CC1 | i | -1.15 | -0.221 | -0.268 | 0.453 | 0.26 | 1297 | 1.2% | . | . | -0.7% | i | 0.7 | 13.4 | 17.7 | 8.1 | 2.0 | 8.2
CC(C)(C)NC(=O)NC(=O)COC(=O)Cn1cnc2ccccc2c1=O | i | -0.67 | -0.337 | -0.0662 | 1.19 | -0.4 | 1422 | -12.3% | -0.4 | 1123 | -10.2% | i | 21.0 | -14.1 | 17.8 | 3.1 | 1.9 | 11.1

Screening data (PubChem)
